MT stabilizer = microtubule stabilizers in HeLa cells, primary screen, imaging, high-content imaging; HeLa tubulin immunostaining HCS, 24 h; share of cells brighter than vehicle mean+2SD; % tubulin-high responders, % at 10 µM; hit rate 0.83% among 200,000;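 active = plate Z-score above 3 for both tubulin-high and condensed-nucleus cell shares, with cell loss under 80%, at 10 µM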;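 also: anti alpha tubulin signal scored within the nucleus-defined area of each cell; some results filed as inactive read as strong as hits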
Yfh1-depleted yeast = enhancers of respiration in Yfh1-depleted yeast, dose response, Friedreich's ataxia, plus single-dose screen (AID 1465) | S. cerevisiae Yfh1-off respiration, WST-1 reduction, 72 h; higher fold induction means a stronger effect | fold induction at 50 µM; hits with a dose series show EC50 in µM | hit rate 0.074% among 220,000;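 active = fold induction of absorbance versus untreated yeast above a set limit, then at least 30% activation at any dose in follow-up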;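 also: activators that raise dye reduction in frataxin-depleted yeast; strong numbers were not always called active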
WT yeast gro inh = growth inhibition of WT strain, primary screen, mitochondrial fusion inhibitor project, WT and mutant strains, chemical genetic | hit rate 2.1% among 190,000 | mitochondrial fusion phenotypic screen | AID 1362, 2008 | inhibition, % at 10 µM; in the data active = inhibition above about 58%; tested in S. cerevisiae
bCat nuc transl = modulators of beta-catenin nuclear translocation, primary screen, imaging, HeLa cells, immunofluorescence, high-content; hit rate 0.3% among 190,000; nuclear translocation activity, % at 5 µM;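 active = nuclear translocation activity above 50% at 5 µM, with a well cell count of 50 or more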;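 also: per-cell ratio of nuclear to cytoplasmic median beta-catenin stain intensity; plate controls were DMSO negative control for no effect and GSK-3 inhibitor IX positive control for full effect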
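System: HeLa cells, endogenous beta-catenin; compound dosing: 5 µM primary single dose, 0.1% DMSO, 0.02–20 µM confirmation series; incubation: 24 h compound exposure at 37°C, 5% CO2; signal: beta-catenin immunofluorescence imaging with DAPI; evaluation: % activation, nuclear-to-cytoplasmic median beta-catenin signal ratio per cell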
Ins promoter up = insulin promoter activators in MIN6 cells, imaging, high-content screening, mouse beta cells; AID 1625, 2009; z-score at 5 µM; hit rate 0.3% among 190,000; MIN6 insulin promoter-GFP reporter; stronger effect = higher value;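 active = z-score above 3 at 5 µM with at least 500 cells counted in the well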
Dynein cargo inh = inhibitors of GR-EGFP nuclear translocation, primary screen, dynein cargo transport inhibitor project, imaging, high-content, 3617.4 mouse cells | AID 1381, 2008 | hit rate 0.47% among 220,000 | z-score, hits read low | test concentration mostly 20 µM; stimulated with dexamethasone, 1 µM; stronger effect = lower value;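 active = plate z-score of nuclear minus cytoplasmic receptor signal below a set negative limit, without overly bright fluorescence or cell loss, cut at about -3.5 in these data, passing the limit was not always enough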;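 also: z-score of nuclear minus cytoplasmic ring GR-EGFP intensity difference per well; some compounds called inactive have numbers as strong as hits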
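medium = tetracycline-free induction medium containing charcoal-stripped FBS | probe or stimulus = dexamethasone, 1.0 µM final | timing = 48 h induction, then 1 h compound, then 30 min agonist, 37 °C | detection = automated 10x imaging of fixed Hoechst-stained cells | read-out basis = nuclear versus cytoplasmic GR-EGFP signal, averaged per well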
PMI inhibitors = inhibitors of human PMI, primary screen, biochemical, fluorescence intensity, coupled assay (AID 1209); one-dose inhibition, % at 20 µM; IC50 in µM for titrated hits; hit rate 0.42% among 190,000; purified PMI enzyme, coupled fluorescence intensity; higher % means a stronger effect;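 also: plate controls were DMSO vehicle for no effect and wells lacking substrate for full effect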
Autophagy mod = autophagy modulators in MEF cells, primary screen, imaging, high-content, MEF GFP-LC3. calls only at 10 µM (by protocol). AID 463193, 2010. MEF GFP-LC3 puncta imaging; test concentration mostly 10 µM. hit rate 0.98% among 190,000;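 active = percentage of spot-positive cells more than 3 SD above its plate mean, without a fluorescence outlier flag or 80% toxicity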;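 also: spot-positive cell cutoff set from DMSO-treated cells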
human PMI inhibitors = human PMI inhibitors, high substrate, primary screen, biochemical, fluorescence intensity, high mannose 6-phosphate (AID 1220) | hit rate 0.66% among 190,000 | Mannose-6-phosphate isomerase (Homo sapiens) | inhibition, % at 20 µM, or IC50 in µM where a hit was titrated | recombinant PMI enzyme, coupled fluorescence intensity; higher % means a stronger effect
WT yeast gro inh mutant strain = recorded beside WT yeast gro inh, whose call it bears; inhibition, %; mitochondrial fusion phenotypic screen, mutant strain inhibition
Dynein cargo inh cytoplasmic EGFP = also measured in Dynein cargo inh; calls as there; z-score; measured here: cytoplasmic GR-EGFP intensity; stronger effect = higher value
Dynein cargo inh nuclear GR-EGFP = further read-out of Dynein cargo inh, marked with its call; z-score; measured here: nuclear GR-EGFP intensity;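 lower value marks the stronger effect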
Dynein cargo inh cell count = further read-out of Dynein cargo inh, marked with its call; z-score; measured here: cell count per field
Ins promoter up cell count = further read-out of Ins promoter up, marked with its call; cell count; measured here: cytotoxicity, nuclei count;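 total cells summed across four imaged fields per well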
bCat nuc transl cell count 5 µM = further read-out of bCat nuc transl, marked with its call; cell count; measured here: cell count, cytotoxicity flag
MT stabilizer Hoechst-high % = second read-out of MT stabilizer, no call of its own (marks repeat the call); % Hoechst-high responders; measured here: nuclear condensation Hoechst responders;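 share of cells brighter than vehicle mean plus two SD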
MT stabilizer cytotoxicity % = second read-out of MT stabilizer, no call of its own (marks repeat the call); toxicity, %; measured here: cytotoxicity by cell density;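 0% = mean cell density of plate MIN control wells and 100% = no cells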
Autophagy mod cell loss 18 h = recorded beside Autophagy mod, whose call it bears; toxicity, %; measured here: cell loss, nuclei count;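 cell loss after 18 h compound exposure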
Numbers without * were called inactive; i = inactive; x = not tested or not shown. Rule as the data show it, unless noted: active = inhibition above about 50%; inactive = the rest.

Key to letters – A = MT stabilizer; B = MT stabilizer Hoechst-high %; C = MT stabilizer cytotoxicity %; D = Yfh1-depleted yeast; E = WT yeast gro inh; F = WT yeast gro inh mutant strain; G = bCat nuc transl; H = bCat nuc transl cell count 5 µM; I = Ins promoter up; J = Ins promoter up cell count; K = Dynein cargo inh; L = Dynein cargo inh cytoplasmic EGFP; M = Dynein cargo inh nuclear GR-EGFP; N = Dynein cargo inh cell count; O = PMI inhibitors; P = Autophagy mod; Q = Autophagy mod cell loss 18 h; R = human PMI inhibitors
(1) CCN(CC)S(=O)(=O)c1cccc(-c2nnc(SCC(=O)c3cc(C)n(C)c3C)o2)c1
  A: 23.3	B: 11.6	C: 27.1	D: i	E: -7.6	F: 1.3	G: -0.9	H: 1173	I: -2.1	J: 1194	K: -0.9	L: -0.214	M: -0.24	N: 0.659	O: 11.4%	P: i	Q: 4.4	R: 13.6%
(2) CCOc1ccc(N(CC(=O)NCc2cccc(OC)c2)S(=O)(=O)c2c(C)noc2C)cc1
  A: 2.1	B: 1.6	C: 3.5	D: i	E: 18.6	F: 22.1	G: -0.1	H: 993	I: 0.4	J: 1767	K: 0.333	L: -0.274	M: 0.352	N: 0.548	O: 12.7%	P: i	Q: 0.3	R: 14.7%
(3) CCOC(=O)/C(=N\Nc1ccccc1Cl)N1CCN(Cc2ccccc2)CC1
  A: 3.1	B: 2.8	C: 6.7	D: i	E: 47.1	F: -1.1	G: 1.3	H: 1087	I: -0.69	J: 1371	K: 0.078	L: -0.191	M: 0.223	N: -0.0798	O: 16.5%	P: i	Q: 2.8	R: 17.1%
(4) Cc1c(CCC(=O)O)c(=O)n2c([nH]c3ccccc32)c1C#N
  A: 1.5	B: 1.0	C: 11.1	D: i	E: 7.6	F: -6.8	G: -11.0	H: 1153	I: x	J: x	K: -0.096	L: 0.105	M: -0.105	N: -0.0991	O: 14.9%	P: i	Q: -5.1	R: 21.1%
(5) O=C1CC(N2CCC(Cc3ccccc3)CC2)C(=O)N1CCc1ccccc1 (stereo unspecified)
  A: 1.1	B: 1.1	C: 4.6	D: i	E: 23.5	F: 27.6	G: x	H: x	I: 0.26	J: 917	K: -0.635	L: -0.131	M: -0.14	N: 0.774	O: 14.3%	P: i	Q: 0.9	R: 10.3%
(6) O=C(O)CC/C(=N\NC(=O)CNC(=O)c1ccc(F)cc1)c1ccccc1
  A: x	B: x	C: x	D: i	E: x	F: x	G: 0.7	H: 1089	I: 0.05	J: 1315	K: 1.76	L: -0.213	M: 0.873	N: -1.01	O: x	P: x	Q: x	R: x
(7) Cc1ccnc(NS(=O)(=O)c2ccccc2)n1
  A: 3.2	B: 0.7	C: 20.1	D: i	E: 1.4	F: 24.8	G: 1.1	H: 1009	I: 0.75	J: 1316	K: 0.37	L: -0.233	M: 0.555	N: 0.393	O: 17.1%	P: i	Q: 6.6	R: 6.2%
(8) CCC(NC(=O)c1ccccc1Br)c1ccccc1 (stereo unspecified)
  A: 1.6	B: 1.3	C: 6.8	D: i	E: -5.6	F: -9.3	G: 1.2	H: 1064	I: 0.13	J: 1391	K: -0.417	L: -0.281	M: -0.0673	N: 0.369	O: 7.0%	P: i	Q: 38.8	R: -1.2%
(9) Cc1ccc(OCC(=O)c2cc(C)n(Cc3cccs3)c2C)c([N+](=O)[O-])n1
  A: 1.2	B: 3.0	C: 8.8	D: i	E: 8.7	F: 3.9	G: 0.5	H: 1523	I: -1.44	J: 1254	K: -0.0677	L: -0.15	M: 0.658	N: 0.268	O: 8.6%	P: i	Q: 5.9	R: 26.4%
(10) S=C(N/N=C1\C2CN3CCN(C2)CC1(c1ccccc1)C3)Nc1ccccc1
  A: 2.5	B: 3.0	C: 5.2	D: i	E: 0.6	F: -1.2	G: -2.9	H: 1009	I: 0.11	J: 1275	K: -0.204	L: -0.298	M: -0.231	N: 0.213	O: 7.7%	P: i	Q: -12.1	R: 37.6%

6 structures from above, arranged by formula weight, descending.
Key to letters – A = MT stabilizer; B = MT stabilizer Hoechst-high %; C = MT stabilizer cytotoxicity %; D = Yfh1-depleted yeast; E = WT yeast gro inh; F = WT yeast gro inh mutant strain; G = bCat nuc transl; H = bCat nuc transl cell count 5 µM; I = Ins promoter up; J = Ins promoter up cell count; K = Dynein cargo inh; L = Dynein cargo inh cytoplasmic EGFP; M = Dynein cargo inh nuclear GR-EGFP; N = Dynein cargo inh cell count; O = PMI inhibitors; P = Autophagy mod; Q = Autophagy mod cell loss 18 h; R = human PMI inhibitors
(2) CCOc1ccc(N(CC(=O)NCc2cccc(OC)c2)S(=O)(=O)c2c(C)noc2C)cc1
  A: 2.1	B: 1.6	C: 3.5	D: i	E: 18.6	F: 22.1	G: -0.1	H: 993	I: 0.4	J: 1767	K: 0.333	L: -0.274	M: 0.352	N: 0.548	O: 12.7%	P: i	Q: 0.3	R: 14.7%
(3) CCOC(=O)/C(=N\Nc1ccccc1Cl)N1CCN(Cc2ccccc2)CC1
  A: 3.1	B: 2.8	C: 6.7	D: i	E: 47.1	F: -1.1	G: 1.3	H: 1087	I: -0.69	J: 1371	K: 0.078	L: -0.191	M: 0.223	N: -0.0798	O: 16.5%	P: i	Q: 2.8	R: 17.1%
(10) S=C(N/N=C1\C2CN3CCN(C2)CC1(c1ccccc1)C3)Nc1ccccc1
  A: 2.5	B: 3.0	C: 5.2	D: i	E: 0.6	F: -1.2	G: -2.9	H: 1009	I: 0.11	J: 1275	K: -0.204	L: -0.298	M: -0.231	N: 0.213	O: 7.7%	P: i	Q: -12.1	R: 37.6%
(9) Cc1ccc(OCC(=O)c2cc(C)n(Cc3cccs3)c2C)c([N+](=O)[O-])n1
  A: 1.2	B: 3.0	C: 8.8	D: i	E: 8.7	F: 3.9	G: 0.5	H: 1523	I: -1.44	J: 1254	K: -0.0677	L: -0.15	M: 0.658	N: 0.268	O: 8.6%	P: i	Q: 5.9	R: 26.4%
(6) O=C(O)CC/C(=N\NC(=O)CNC(=O)c1ccc(F)cc1)c1ccccc1
  A: x	B: x	C: x	D: i	E: x	F: x	G: 0.7	H: 1089	I: 0.05	J: 1315	K: 1.76	L: -0.213	M: 0.873	N: -1.01	O: x	P: x	Q: x	R: x
(8) CCC(NC(=O)c1ccccc1Br)c1ccccc1 (stereo unspecified)
  A: 1.6	B: 1.3	C: 6.8	D: i	E: -5.6	F: -9.3	G: 1.2	H: 1064	I: 0.13	J: 1391	K: -0.417	L: -0.281	M: -0.0673	N: 0.369	O: 7.0%	P: i	Q: 38.8	R: -1.2%

Continued:
Key to letters – A = MT stabilizer; B = MT stabilizer Hoechst-high %; C = MT stabilizer cytotoxicity %; D = Yfh1-depleted yeast; E = WT yeast gro inh; F = WT yeast gro inh mutant strain; G = bCat nuc transl; H = bCat nuc transl cell count 5 µM; I = Ins promoter up; J = Ins promoter up cell count; K = Dynein cargo inh; L = Dynein cargo inh cytoplasmic EGFP; M = Dynein cargo inh nuclear GR-EGFP; N = Dynein cargo inh cell count; O = PMI inhibitors; P = Autophagy mod; Q = Autophagy mod cell loss 18 h; R = human PMI inhibitors
(11) CN(C)S(=O)(=O)c1ccc(Cl)c(NC(=O)COC(=O)CNC(=O)c2ccco2)c1
  A: 3.2	B: 2.2	C: 7.9	D: i	E: -11.6	F: 2.4	G: -1.0	H: 1095	I: 0.13	J: 1273	K: -0.671	L: -0.35	M: -0.0212	N: 0.693	O: 1.5%	P: i	Q: -2.4	R: 4.5%
(12) O=C(Cc1ccc(-n2c(=O)c3ccccc3n(Cc3ccccc3F)c2=O)cc1)NCC1CCCO1 (stereo unspecified)
  A: 2.5	B: 1.5	C: 6.9	D: i	E: 2.5	F: -12.9	G: -0.8	H: 920	I: 0.09	J: 1356	K: -0.0416	L: -0.281	M: -0.28	N: -0.00539	O: 19.7%	P: i	Q: 5.5	R: 4.1%
(13) Nc1c(Cl)ncnc1NCCc1ccc(O)cc1
  A: x	B: x	C: x	D: i	E: x	F: x	G: 0.0	H: 1288	I: -1.06	J: 699	K: -0.481	L: -0.25	M: -0.275	N: 0.264	O: x	P: x	Q: x	R: x
(14) O=C(Nc1ccc(N2CCN(C(=O)c3ccccc3)CC2)cc1)c1ccc([N+](=O)[O-])o1
  A: 14.6*	B: 17.4*	C: 32.0*	D: i	E: 29.0	F: 14.2	G: 0.9	H: 951	I: x	J: x	K: 0.245	L: -0.17	M: -0.0719	N: -0.394	O: 7.5%	P: i	Q: 31.3	R: 13.8%
(15) Cc1nc(C)n(C(=O)N(c2ccccc2)c2ccccc2)n1
  A: 2.6	B: 2.0	C: 8.1	D: i	E: 4.1	F: 3.5	G: -0.3	H: 1083	I: -0.87	J: 1261	K: -0.289	L: -0.232	M: 0.0266	N: 0.729	O: 5.3%	P: i	Q: 1.3	R: 5.3%
(16) O=C(Nc1ccc(-c2ccc3nncn3n2)cc1)C1CCCC1
  A: 1.5	B: 1.7	C: 5.8	D: i	E: -9.4	F: -17.9	G: x	H: x	I: 0.23	J: 1159	K: 0.11	L: -0.214	M: 0.115	N: 0.651	O: 11.1%	P: i	Q: -19.9	R: 10.1%
(17) COc1ccc(C2NC(=S)NC(O)(C(F)(F)F)C2C(=O)c2cccs2)cc1 (stereo unspecified)
  A: 2.8	B: 2.5	C: 3.7	D: i	E: 1.0	F: -10.4	G: -1.3	H: 916	I: x	J: x	K: 0.268	L: -0.217	M: -0.154	N: -0.153	O: 9.7%	P: i	Q: 2.4	R: -6.6%

Screening data: PubChem, several laboratories
